Screens (PubChem)
USP1 inh: inhibitors of human USP1/UAF1 deubiquitinase | O94782 | recombinant USP1/UAF1, Ub-Rhodamine cleavage fluorescence | Potency, µM (titrated, usually from 57.1 µM), inactives show top-dose activity change, negative = inhibition, actives largely listed as inhibitors | hit rate 0.23% among 390,000; also: potency is read from the fitted curve at half-maximal effect; % is scaled to controls: 0 for no effect and ±100 for the full control effect; nearly all actives have a fitted effect of over 60% in size; inactives centre near -12
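High-throughput fluorogenic screen: 1nM USP1/UAF1 complex, Ub-Rho substrate 150nM final, 50mM HEPES pH 7.8 with 0.5mM EDTA, 0.1 mg/ml BSA, 1mM TCEP and 0.01% Tween-20.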
TrxR1 substrate: is turned over as a substrate by rat TrxR1. O89049. hit rate 0.01% among 390,000. purified TrxR1 substrate turnover, NADPH consumption readout. Potency, µM (titrated, usually from 114 µM), for the others: at the highest dose activity change, negative = substrate turnover; also: potency is read from the fitted curve at half-maximal effect; % is scaled to controls: 0 for no effect and ±100 for the full control effect; nearly all actives have a fitted effect of over 50% in size
Target sequence (O89049 whole entry, looked up): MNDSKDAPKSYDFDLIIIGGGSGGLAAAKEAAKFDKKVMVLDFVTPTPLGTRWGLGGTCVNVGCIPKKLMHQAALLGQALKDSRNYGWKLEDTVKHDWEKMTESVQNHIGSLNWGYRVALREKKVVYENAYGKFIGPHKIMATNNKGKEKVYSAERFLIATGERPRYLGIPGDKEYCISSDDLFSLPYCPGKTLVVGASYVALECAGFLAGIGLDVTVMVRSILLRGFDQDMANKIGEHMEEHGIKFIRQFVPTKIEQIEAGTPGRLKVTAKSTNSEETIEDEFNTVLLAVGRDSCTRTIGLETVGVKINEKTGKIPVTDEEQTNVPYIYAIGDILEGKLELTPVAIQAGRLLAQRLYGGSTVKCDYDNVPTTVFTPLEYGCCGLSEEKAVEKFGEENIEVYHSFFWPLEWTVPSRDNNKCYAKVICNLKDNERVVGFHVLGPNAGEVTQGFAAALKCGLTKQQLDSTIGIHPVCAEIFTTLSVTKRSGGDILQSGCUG
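Rat TrxR1, dispensed at 90 nM, was prereduced with 400 uM NADPH (final) for 5 min at ~22 deg C, then incubated with compound 15 min before 400 uM selenite. A first-read NADPH fluorescence drop versus no-compound background flagged substrates.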
Pin1 inh: human Pin1 inhibition | Pin1 FP peptide displacement, HiFluor488, 10 min | Potency, µM (titrated, usually from 115 µM), inactives show at the top dose activity, negative = inhibition, usual class: inhibitors | hit rate 0.009% among 390,000; active = well fitted inhibition curve with a large enough effect in the polarisation, with a control signal flat, not every such curve was filed as active; inconclusive = small, poorly fitted or top-dose-only effect, or effect the other way, or a change in a side signal; inactive = no such curve, though single readings can be large or run the other way; the % refers to the polarisation; also: potency is read from the fitted curve at half-maximal effect; % is scaled to controls: 0 for no effect and ±100 for the full control effect
PI4K2A block: blocks human PI4K2A kinase activity; Q9BTU6; purified PI4K2A, ADP-Glo luminescence, 1 h; active compounds read low; activity change, negative = inhibition, % at 76.9 µM; hit rate 0.13% among 420,000; in the data active = activity change below about -50%; inconclusive = mostly about -30% to -49%;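 also: -100% = wells without enzyme as full effect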
Target sequence (Q9BTU6 whole entry, looked up): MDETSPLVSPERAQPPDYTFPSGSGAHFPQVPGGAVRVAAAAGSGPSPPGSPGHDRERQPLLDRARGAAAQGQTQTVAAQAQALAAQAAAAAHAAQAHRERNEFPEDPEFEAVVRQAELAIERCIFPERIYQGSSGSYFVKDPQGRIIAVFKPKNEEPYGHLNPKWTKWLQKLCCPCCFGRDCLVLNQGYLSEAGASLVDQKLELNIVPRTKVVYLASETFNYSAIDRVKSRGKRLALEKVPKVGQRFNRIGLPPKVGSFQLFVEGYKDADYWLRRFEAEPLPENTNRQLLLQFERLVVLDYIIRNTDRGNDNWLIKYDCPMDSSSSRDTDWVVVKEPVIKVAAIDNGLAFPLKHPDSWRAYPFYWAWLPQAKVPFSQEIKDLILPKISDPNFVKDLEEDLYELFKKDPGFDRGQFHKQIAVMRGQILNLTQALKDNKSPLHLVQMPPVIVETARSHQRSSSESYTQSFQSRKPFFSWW
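ADP-Glo luminescence measured ADP generated by PI4K2A enzyme (4 ug/mL before mixing) with 1.2 mM PI substrate (pre-mix) and 300 microM ATP (pre-mix). Tris pH7.5 buffer with MgCl2, Triton X-100; 1 h reaction at ambient temperature.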
mIDH1 inhibitor: blocks human mutant IDH1 R132H enzyme; O75874; hit rate 0.093% among 390,000; IDH1-R132H enzyme, NADPH consumption, diaphorase/resazurin fluorescence; AID 602179; Potency, µM (highest dose often 76.6 µM), for inactives: at the top dose activity change, negative = inhibition, hits mostly inhibitors; also: potency is read from the fitted curve at half-maximal effect; % is scaled to controls: 0 for no effect and ±100 for the full control effect; nearly all actives have a fitted effect of over 65% in size
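IDH1-R132H (0.5 ug/mL dispensed) in pH 7.5 Tris buffer was preincubated 30 min with compound, then given a substrate mix of 0.016 mM NADPH and 2 mM alpha-KG for 80 min at room temperature; remaining NADPH was read by diaphorase/resazurin fluorescence.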
PGK inhibitor: T. brucei PGK inhibition; Potency, µM (highest dose often 57.5 µM), without a hit: top-dose activity change, negative = inhibition, actives largely listed as inhibitors; PGK/GAPDH coupled, Kinase-Glo luminescence, 60 min; P07378; hit rate 0.043% among 380,000; also: potency is read from the fitted curve at half-maximal effect; % is scaled to controls: 0 for no effect and ±100 for the full control effect; nearly all actives have a fitted effect of over 60% in size
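Luminescent ATP detection (Kinase-Glo Plus) follows a 60-minute room-temperature incubation, with wells lacking PGK as controls. Buffer: 100 mM TEA (pH 7.6), 5 mM MgCl2, 0.01% Tween-20. Coupling enzyme GAPDH (100 nM final) supplies unstable 1,3-BPG in-well.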
TrxR1 inh: blocks rat thioredoxin reductase 1. O89049. recombinant rTrxR1, NADPH fluorescence consumption, selenite substrate. Potency, µM (doses to about 114 µM), inactives show at the highest dose activity change, negative = inhibition, most hits filed as inhibitors. hit rate 1% among 390,000; also: potency is read from the fitted curve at half-maximal effect; % is scaled to controls: 0 for no effect and ±100 for the full control effect; nearly all actives have a fitted effect of over 65% in size
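Rat TrxR1 (90 nM in the dispensed reagent) was pre-reduced with 400 uM NADPH for 5 min at room temperature, then incubated with compound for 15 min. After 400 uM selenite was added, NADPH fluorescence (Ex 340/Em 450 nm) was followed for 8 min.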
GLS inh: glutaminase GLS (human) inhibition; O94925; GLS enzymatic activity, qHTS titration; Potency, µM (highest dose often 45.5 µM), for inactives: top-dose activity change, negative = inhibition, actives largely listed as inhibitors; hit rate 0.21% among 410,000; AID 624170; also: potency is read from the fitted curve at half-maximal effect; % is scaled to controls: 0 for no effect and ±100 for the full control effect
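hKGA; 45 mM KH2PO4 pH 8.2 + 0.02% Tween-20; cpd via pin tool; 1 mM Gln soln; GluOx/HRP/Amplex Red; RT 30 min; fluor. t0 & final.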
HP1b chromo inh: inhibitors of HP1-beta chromodomain binding to methylated histone tails. Potency, µM (doses to about 114 µM), inactives show top-dose activity change, negative = inhibition, hits mostly inhibitors. AlphaScreen HP1-beta / biotin-H3K9me3 peptide binding. hit rate 0.56% among 390,000; also: potency is read from the fitted curve at half-maximal effect; nearly all actives have a fitted effect of over 70% in size; inactives centre near 23
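AlphaScreen: HP1-beta (50 nM) preformed 30 min with biotin-H3(1-18)K9me3 peptide (50 nM) in PBS pH 7.4, 0.01% Tween-20. Compound added for 30 min at RT, then streptavidin donor/nickel chelate acceptor beads (10 ug/mL) for 30 min.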
* = called active by the depositor; i = inactive; ? = inconclusive; · = no result given; & = joins results of further samples; [ ] = dose if it differs, or a comment. Unless noted, calls follow the shape of the dose curve; as a rule, active = well fitted curve in the direction sought with a large enough effect; inconclusive = small, poorly fitted or top-dose-only effect, or another doubt; inactive = no such curve, though single readings can be large; an effect the other way counts as inactive or inconclusive. The list is partial; the hit share may differ from the screen's.

Screens in order – mIDH1 inhibitor	HP1b chromo inh	PGK inhibitor	TrxR1 substrate	USP1 inh	TrxR1 inh	GLS inh	Pin1 inh	PI4K2A block
CC1=C(C(=O)OCc2ccccc2)C(c2ccoc2)C(C#N)=C(N)O1 (centres undefined)
  -3%	10%	5%	8%[57.1 µM]	-10%	?	11%	0%	-6
CCc1ccc(N(CC(=O)NCc2ccc(OC)cc2)C(=O)CCC(=O)Nc2ccccn2)cc1
  -4%	27%	-5%	11%[0.0914 µM]	-10%	6%[57.1 µM]	-3%	0%	0
CCn1c2ccccc2c2nnc(SCC(=O)c3c(N)n(C)c(=O)n(C)c3=O)nc21
  -1%	33%	-2%	0%	-4%	7%	-4%	3%	-1
COCCNC(=O)C1CCN(S(=O)(=O)N2CCC3(CC2)OCCO3)CC1
  0%	0%	·	8%	-2%	34%	-4%	-5%	-6
O=C1c2ccc([N+](=O)[O-])cc2C(=O)N1c1c[nH]c(=O)[nH]c1=O
  3%	4%	0%	0%[57.1 µM]	-4%	8%[57.1 µM]	-2%	-16%	-3
O=C1c2ccccc2CC1Sc1nnc(-c2ccccn2)o1 (centres undefined)
  9%	14%	-3%	16%	-6%	?	?	-14%	-1
O=C(NCc1cccnc1)C(=O)Nc1ccc2c(c1)OCO2
  7%	30%	-1%	9%[57.1 µM]	-17%	21%[57.1 µM]	-5%	2%	2
CNC(=O)C1CCC(=O)N1Cc1ccc(C)cc1 (centres undefined)
  -3%	45%[activator]	-3%	-1%	-14%	-1%	-8%	2%	-1
COc1ccc(CN2CCN(CC=C(C)C)C(CCO)C2)cc1Cn1cccn1 (centres undefined)
  -5%	18%	5%	7%[57.1 µM]	-9%	9%[57.1 µM]	14%	3%	2
CCOP(=O)(OCC)C(Nc1cccc(C(F)(F)F)c1)c1ccc(F)cc1 (centres undefined)
  6%	47%[activator]	2%	-7%	-2%	-6%	-1%	-6%	-4
Cn1c(SCC(=O)NCc2ccco2)nnc1-c1ccc(S(=O)(=O)N2CCOCC2)cc1
  4%	0%	·	1%	-15%	-26%	-1%	?	4
Cc1cccc(S(=O)(=O)NC(Cc2c[nH]c3ccccc23)C(=O)O)c1 (centres undefined)
  6%	8%	i	4%	-10%	5%	14%	-14%	-3
O=C(CCN=C1NS(=O)(=O)c2ccccc21)OCC(=O)c1ccccc1Cl
  0%	10%	7%	7%	-10%	1%	5%	8%	1
Cc1ccc(OCC(=O)NNC(=O)CCc2ccccc2)cc1
  14%	12%	-7%	-4%	-4%	10%	5%	6%	-1
CC(=O)c1cccc(NC(=O)C(C)OC(=O)c2ccc(-n3cnnn3)cc2)c1 (centres undefined)
  2%	16%	-7%	-11%	-12%	-3%	-1%	-11%	-2
Cc1c(C(=O)Nc2cccc(C(F)(F)F)c2)sc2nc3n(c(=O)c12)CCC3
  -1%	52%[activator]	-8%	1%	0%	11%	-1%	-2%	-4
O=C(COC(=O)c1cccc(S(=O)(=O)N2CCOCC2)c1)NCc1ccccc1
  10%	25%	5%	9%[57.1 µM]	-13%	16%[57.1 µM]	6%	-1%	0
O=C(O)c1ccc(N/N=C/c2cccc(C(F)(F)F)c2)cc1
  -7%	-6%	-12%	-11%	-14%	4%	-4%	-1%	6
COc1cc2nc3n(c(=O)c2cc1OC)-c1ncccc1C(=O)NC3Cc1ccccc1 (centres undefined)
  18%	·	i	·	-23%	·	-4%	·	-2
CCCCCC(=O)NC(=S)Nc1ccc2oc(=O)ccc2c1
  -7%	8%	5%	5%[57.1 µM]	-14%	?	6%	-5%	10
C[C@@H]1CN([C@H](C)CO)C(=O)CCCn2cc(nn2)CO[C@H]1CN(C)S(=O)(=O)c1ccc(Oc2ccccc2)cc1
  0%	·	8%	·	-14%	·	0%	·	-3
ClCc1nnc(-c2ccccc2)o1
  2%	27%	·	-1%	-6%	?	16%	1%	-6
COc1ccccc1CNS(=O)(=O)c1c(C)nc2sccn2c1=O
  -2%&11%	19%&49%	-9%&9%	6%[57.1 µM]	-19%&-13%	10%[57.1 µM]	2%&-1%	-8%&-4%	-3&1
O=C(Oc1ccccc1C(=O)Nc1ccccc1)c1ccc(Br)c([N+](=O)[O-])c1
  -1%	8%	i	7%[57.1 µM]	-16%	-45%	0%	50%[activator]	-8
O=C(C[C@@H]1C/C=C\C[C@@H](Cc2ccc(F)cc2)C(=O)OCCNC1=O)N[C@H](CO)Cc1ccccc1
  4%	32%	-2%	-3%	-28%	1%	-4%	-7%	-5
O=c1cc(CN2CCc3ccccc3C2)nc2sccn12
  -5%	42%[activator]	8%	-3%	-10%	-13%	1%	7%	0
O=C(CCNC(=O)c1ccc([N+](=O)[O-])cc1)Nc1ccc(F)cc1F
  8%	14%	-5%	2%	-2%	5%	0%	6%	5
CCC(C)NC(=O)C1CCC(=O)N(c2ccc3c(c2)OCO3)C1c1ccc(OC)cc1 (centres undefined)
  6%	39%	-4%	4%	-34%	10%	-5%	-3%	-1
O=C(NN1CCCCC1)c1ccc(COc2ccc(Cl)cc2)cc1
  5%	34%	-7%	-6%	-18%	5%	-2%	-3%	-4
Cc1ccc(CNC(=O)N2CCN(c3ccc(C)cc3)CC2)cc1
  2%	9%	i	-5%[57.1 µM]	-23%	13%	-11%	1%	-1
COc1cccc(/C=N/c2sc(Cc3ccccc3)c(C)c2C(N)=O)c1O
  -3%	7%	-3%	-4%	-11%	-14%	27%	3%	8
CCn1nc(C)c(C(=O)Nc2cc(Oc3ccc(Cl)cc3)cc([N+](=O)[O-])c2)c1C
  0%	-8%	3%	4%	-14%	10%	3%	5%	3
CCOC(=O)C1CCN(C(=O)CN(c2cccc(OC)c2)S(=O)(=O)c2ccccc2)CC1
  -4%	20%	-3%	10%[57.1 µM]	-3%	10%[57.1 µM]	6%	2%	-9
COc1ccc(C(=O)NCCc2ccc(F)cc2)cc1OC
  -2%	21%	-5%	5%[57.1 µM]	-13%	4%[57.1 µM]	7%	2%	2
O=C(C1CCC(=O)N(C2CCCC2)C1)N1CCN(Cc2cccc(F)c2)CC1 (centres undefined)
  0%	49%[activator]	-10%	6%	-16%	?	-2%	-2%	-1
CC(=O)Nc1ccc(NC(=O)c2cc(=O)c3ccc(C)cc3o2)cc1
  -3%	27%	-4%	4%[57.1 µM]	-21%	5%[57.1 µM]	102%[activator]	1%	-11
Cc1c(C(=O)N2CCN(Cc3ccccc3)CC2)oc2c1C(=O)CCC2
  -15%	28%	0%	-4%	-12%	22%	-2%	2%	6
CCOC(=O)C1CCCN(C(=O)c2sc3nc(-c4ccc(F)cc4)cn3c2C)C1 (centres undefined)
  3%	6%	-4%	-11%	-3%	-12%	2%	-4%	1
Cc1cc(-c2nsc(=O)o2)c(S(C)(=O)=O)s1
  -1%	?	6%	-1%	?	?	·	-3%	-6
NS(=O)(=O)c1ccc(NC(=S)NC(=O)c2ccco2)cc1
  0%	6%	-7%	-5%	0%	?	3%	12%	-2
CCOc1ccc(NC(=S)NC23CN4CN(CN(C4)C2)C3)cc1
  -2%	28%	6%	6%[57.1 µM]	-5%	6%[57.1 µM]	-8%	10%	3
CC1=C(C(=O)OCC2CCCCC2)C(c2ccccc2F)CC(=O)N1 (centres undefined)
  -2%	41%[activator]	4%	1%	-19%	-2%	3%	-3%	0
O=C(CCCc1nc2ccccc2s1)Nc1ccc(N2CCOCC2)cc1
  -1%	30%	6%	6%	-22%	15%	39%[activator]	0%	2
CCc1cccc(Nc2cc(C)nc3nc(C)nn23)c1
  17%	46%[activator]	i	0%	-22%	13%	-1%	-3%	-2
COc1ccc(C2=NOC(C(=O)Nc3c(C)n(C)n(-c4ccccc4)c3=O)C2)cc1OC (centres undefined)
  -2%	37%[activator]	-2%	-1%	-12%	11%	-16%	0%	1
CC(C)COc1nc2ccccc2nc1C(C#N)C(=O)NC1CCCCC1 (centres undefined)
  -1%	81%[activator]	-11%	4%[57.1 µM]	-20%	11%[57.1 µM]	6%	?	-3
CC(NC1CCCC1)C(=O)Nc1ccccc1-c1ccccc1 (centres undefined)
  -2%	?	-2%	0%	-5%	10%	1%	-2%	6
CC(=O)N1c2ccccc2C(=O)C1N1CCN(c2cc(Cl)ccc2C)CC1 (centres undefined)
  10%	55%[activator]	i	2%[57.1 µM]	?	-5%[57.1 µM]	3%	6%	-1
O=[N+]([O-])c1ccc(COP(=O)(O)OCc2ccc([N+](=O)[O-])cc2)cc1
  -2%	38%	-2%	4%	-19%	8%	0%&12%	-10%	-1&2
N=C1/C(=C\c2ccc(SCc3ccco3)o2)C(=O)N=C2SC=NN12
  -1%	0%	-14%	-16%	-25%	?	107%[activator]	?	-13
CCC(C)NC(=O)c1cc2c(=O)[nH]c3ccc(C)cc3c2s1 (centres undefined)
  3%	14%	8%	19%	-21%	13%	6%	3%	4
Cn1ccc(-c2ccccc2)n1
  -1%	38%[activator]	i	3%	-14%	23%	1%	-1%	-4
COc1cc(C(=O)NCCOc2ccc(C)c(C)c2)cc(OC)c1OC
  -1%	29%	6%	-5%	-10%	-4%	8%	4%	-1
